Screens (PubChem BioAssay)
V1R ag counter = V1a receptor agonism, counter-screen for OXTR agonists; P37288; CHO-V1R cells, Fluo-8 calcium fluorescence, agonist mode; 0% DMSO, 100% 3 nM vasopressin; activation, % at 3 µM; 320,000 tested, 0.25% active; AID 2797;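 active = activation above the mean activation of all tested compounds plus 3 SD, per screening run, cut at about 20% in these data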;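 note: signal is peak over basal fluorescence ratio across a 100 second FLIPR read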
M1 PAM parental = M1 PAM counterscreen hit in parental CHO-K1 cells; 360,000 tested, 0.02% active; ATP EC20, Fluo-8 calcium fluorescence; 0% at ATP EC20, 100% at ATP max; AID 602247; activation, % at 3 µM;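 active = activation above the run cutoff, the mean activation of all test compounds plus 3 SD, cut at about 40% in these data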;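 note: peak over basal fluorescence ratio in a 140 s read after ATP addition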
TAAR1 agonist = agonists of human TAAR1; Q96RJ0; CHO RD-HGA16 TAAR1, Fluo-8 calcium fluorescence; vehicle wells 0%, saturating PEA agonist 100%; activation, % at 3 µM; 360,000 tested, 0.99% active; AID 624467;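 active = activation above the mean activation of all test compounds in the run plus 3 SD, cut at about 38% in these data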
Target sequence (Q96RJ0 whole entry, looked up): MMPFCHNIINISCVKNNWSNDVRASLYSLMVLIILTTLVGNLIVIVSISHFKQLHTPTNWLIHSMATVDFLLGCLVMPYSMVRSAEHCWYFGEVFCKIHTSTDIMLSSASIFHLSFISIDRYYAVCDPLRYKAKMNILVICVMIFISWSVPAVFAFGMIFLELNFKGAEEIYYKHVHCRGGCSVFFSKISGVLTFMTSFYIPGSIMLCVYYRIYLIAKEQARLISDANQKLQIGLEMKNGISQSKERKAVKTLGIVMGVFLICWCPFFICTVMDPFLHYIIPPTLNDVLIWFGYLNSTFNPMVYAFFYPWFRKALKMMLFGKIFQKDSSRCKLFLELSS
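Signal – calcium-sensitive Fluo-8 signal, excitation 470-495, emission 515-575 nm · System – RD-HGA16 (CHO) cells co-expressing Gα16 and hTAAR1 · Incubation – 17-24 h seeding, 75 min 37 °C dye, 30 min RT · Compound dosing – 3 µM single concentration · Repeats – no replicates (n 1)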
CHO-K1 Ca antag = M1 antagonist counterscreen hit in parental CHO-K1 cells; ATP-induced calcium, Fluo-8 fluorescence; inhibition, % at 3 µM; 360,000 tested, 0.6% active; AID 602250;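 active = inhibition above a per-plate cutoff, the plate's mean sample inhibition plus 3 SD, cut at about 24% in these data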;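 note: 0% = DMSO plus EC80 ATP and 100% = DMSO alone without ATP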
M1 ag parental = counter-screen for M1 agonists: effect in parental CHO-K1 cells; Fluo-8 calcium fluorescence; scaled to maximal ATP response, vehicle zero; activation, % at 3 µM; 360,000 tested, 0.48% active; AID 602248; in the data active = activation above about 15%;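 note: untransfected CHO-K1 host cells lacking M1 receptor as counterscreen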
CHO parental Ca = counter-screen for OX1R antagonists: effect in parental CHO cells | parental CHO-K1, ATP-induced calcium, Fluo-8 fluorescence | inhibition, % at 5.6 µM | 330,000 tested, 0.63% active;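 active = inhibition above that plate's mean sample inhibition plus 3 SD, cut at about 26% in these data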;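 note: 0% = ATP-challenged DMSO wells and 100% = DMSO wells without ATP; some compounds past the cut are filed as inactive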
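material = parental CHO cells | also added = ATP as calcium-mobilizing challenge | dosing = single point at 5.6 µM | detection = intracellular calcium via Fluo-8 no-wash fluorescent dye | read-out = % inhibition | benchmarks = low control ATP plus DMSO, high control DMSO only | repeats = one well per compound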
OXTR potentiator = potentiates the human oxytocin receptor response | P30559 | CHO-OTR cells, Fluo-8 calcium fluorescence, potentiator mode; 0% = oxytocin EC15, 100% = EC100 | activation, % at 3 µM | 320,000 tested, 0.061% active | AID 2445;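 active = activation above that plate's cutoff, the mean activation of tested compounds plus 3 SD, cut at about 6.6% in these data, passing the limit was not always enough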;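 note: 100% uses oxytocin at 75 nM as the full agonist control; some results filed as inactive read as strong as hits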
Target sequence (P30559 whole entry, looked up): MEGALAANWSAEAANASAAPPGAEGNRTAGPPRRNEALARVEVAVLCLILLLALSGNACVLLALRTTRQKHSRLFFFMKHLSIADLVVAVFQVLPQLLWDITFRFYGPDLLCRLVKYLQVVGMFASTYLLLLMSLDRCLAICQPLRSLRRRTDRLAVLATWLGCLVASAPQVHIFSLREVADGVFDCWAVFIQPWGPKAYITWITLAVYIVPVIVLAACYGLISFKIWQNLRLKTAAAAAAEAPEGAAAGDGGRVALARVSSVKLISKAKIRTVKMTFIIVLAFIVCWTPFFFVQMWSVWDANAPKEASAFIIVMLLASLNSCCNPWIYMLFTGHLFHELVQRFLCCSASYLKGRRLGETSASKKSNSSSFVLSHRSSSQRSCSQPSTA
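Dosing: Single dose, 3.0 µM nominal final compound concentration | Material: Human OTR in CHO cells | Technique: Kinetic Fluo-8 calcium fluorescence | Benchmarks: EC15 oxytocin alone as 0%, 75 nM oxytocin as 100% | Probe or stimulus: Oxytocin at about EC15, sub-maximal agonist stimulus | Incubation: Compound 6 min at room temperature before oxytocin, 100 s read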
CHRM1 agonist = agonists of human M1 muscarinic receptor. CHO-K1 hM1, Fluo-8 calcium fluorescence, agonist mode; 0% DMSO, 100% acetylcholine EC100. activation, % at 3 µM. P11229. 360,000 tested, 0.33% active;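 active = activation above the run's mean compound activation plus 3 SD, cut at about 16% in these data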;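 note: peak over basal fluorescence ratio within a 140 s kinetic read after compound addition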
TAAR1 antagonist = human TAAR1 antagonism | CHO RD-HGA16 TAAR1, Fluo-8 calcium fluorescence, antagonist | inhibition, % at 3 µM | 360,000 tested, 1.5% active;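 active = inhibition above a per-plate cutoff, the mean inhibition of test compounds on that plate plus 3 SD, cut at about 49% in these data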;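 note: 0% = DMSO plus EC80 beta-PEA response and 100% = DMSO alone without agonist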
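Test system – hTAAR1-expressing CHO RD-HGA16 cells, Gα16-coupled · Reagent – β-PEA at EC80 concentration, post-compound challenge · Compound dosing – 3 µM, single point · Timing – 140 s kinetic read after compound, 140 s after agonist · Detection – Fluo-8 intracellular calcium dye fluorescence, real-time kinetic reads · Control set – DMSO and EC80 PEA controls · Repeats – n of 1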
* marks the source's active call; other numbers are inactive results; · = not tested or not shown.

SMILES	V1R ag counter	M1 PAM parental	TAAR1 agonist	CHO-K1 Ca antag	M1 ag parental	CHO parental Ca	OXTR potentiator	CHRM1 agonist	TAAR1 antagonist
O=C(Nc1ccc(N2CCN(C(=O)c3ccco3)CC2)cc1)c1cccs1	0.0	5	6	6	1.3	-2	-13	-2	-6
COc1ccccc1/C=C/C1=NC(=C\C=C/c2ccccc2)/C(=O)O1	-0.4	11	6	-2	0.5	-5	-2	-9	9
COc1cccc(CNc2ncnc3cc(Cl)ccc23)c1	·	0	6	0	7.3	·	·	2	37
O=C(CSc1ncn[nH]1)Nc1ccc(S(=O)(=O)Nc2ncccn2)cc1	0.4	1	0	-10	0.1	-6	-6	-3	8
C#Cc1ccc([C@H]2C=C(C(=O)N3CCN(Cc4ccccc4)CC3)O[C@@H](OCc3ccc(CO)cc3)C2)cc1	1.7	9	0	-10	0.2	-13	-2	-6	2
Cc1cccc(/C=N/n2c(COc3ccccc3)n[nH]c2=S)c1	·	2	0	-15	0.1	·	·	-5	-16
OC(COc1ccc(Cl)cc1Cl)CN1CCc2ccccc2C1 (configuration not stated)	1.8	-6	23	1	1.0	-14	-3	-2	-15
CC(=O)NCCC(=O)Nc1cc(S(=O)(=O)N2CCOCC2)ccc1N1CCCC1	0.4	0	2	3	0.6	5	-11	-2	-7
COc1ccc(-n2ccn(CC(=O)Nc3ccccc3OC)c(=O)c2=O)cc1	0.3	-12	1	6	0.0	11	-9	-3	9
Cc1cc(N2CCOCC2)nc2ccc(NC(=O)C3CCCCC3)cc12	·	8	3	-4	1.0	·	·	-1	-17
Cc1cc(C)nc(SCC(=O)OCC(=O)N(C)c2c(N)n(Cc3ccccc3)c(=O)[nH]c2=O)n1	0.8	-8	1	-1	0.3	3	-5	-1	-21
O=[N+]([O-])c1ccc(NC(=S)N2CCN(c3ccccc3)CC2)cc1	0.9	-10	3	9	1.0	-2	2	-1	0
CCCCn1c(-c2ccccc2C)nc2cc3[nH]c(=O)c(C(C)C)nc3cc21	-0.2	8	8	-17	0.6	-40	1	-1	20
CCCC(C)C1c2c(c(C)c(C)oc2=O)Oc2c(C)c(C)oc(=O)c21 (configuration not stated)	-1.3	-11	11	-12	-0.6	-16	0	-5	0
COC(=O)CSc1nnc(CNc2ccc(OC)cc2)n1C	0.3	-8	6	14	-0.1	-4	-15	-2	-3
Cc1ccc(-c2csc3ncnc(NCCN4CCOCC4)c23)cc1	-0.4	21	7	-10	0.6	-17	-4	-6	1
Cc1cc(S(=O)(=O)N2CCCCC2CCNC(=O)C(=O)NC2CC2)ccc1F (configuration not stated)	0.0	-5	0	-11	-0.3	-19	4	-4	-19
Cc1ccccc1OCCC(=O)Nc1ccc(Cl)cc1F	-1.3	-7	0	16	-0.8	-12	-2	-9	0
C#CCN1C=C(C(=O)OCC)C(C)N(Cc2ccccc2I)S1(=O)=O (configuration not stated)	·	-2	4	2	0.3	-21	·	-6	13
Cn1cc([N+](=O)[O-])c(C(=O)Nc2cc(Oc3cccnc3)cc([N+](=O)[O-])c2)n1	2.3	·	-1	·	·	-7	-11	·	9

Reformatted in CSV form: part of the list above
Structure,V1R ag counter,M1 PAM parental,TAAR1 agonist,CHO-K1 Ca antag,M1 ag parental,CHO parental Ca,OXTR potentiator,CHRM1 agonist,TAAR1 antagonist
Cn1cc([N+](=O)[O-])c(C(=O)Nc2cc(Oc3cccnc3)cc([N+](=O)[O-])c2)n1,2.3,·,-1,·,·,-7,-11,·,9
CCCCn1c(-c2ccccc2C)nc2cc3[nH]c(=O)c(C(C)C)nc3cc21,-0.2,8,8,-17,0.6,-40,1,-1,20
Cc1ccc(-c2csc3ncnc(NCCN4CCOCC4)c23)cc1,-0.4,21,7,-10,0.6,-17,-4,-6,1
Cc1cc(C)nc(SCC(=O)OCC(=O)N(C)c2c(N)n(Cc3ccccc3)c(=O)[nH]c2=O)n1,0.8,-8,1,-1,0.3,3,-5,-1,-21

Carrying on:
SMILES	V1R ag counter	M1 PAM parental	TAAR1 agonist	CHO-K1 Ca antag	M1 ag parental	CHO parental Ca	OXTR potentiator	CHRM1 agonist	TAAR1 antagonist
COc1ccccc1NC(=O)CSc1nc2ccccc2c(=O)n1C	7.3	2	6	1	6.6	50*	-17	-3	31
COC(=O)[C@H](Cc1ccc(O)cc1)NC(=O)Cn1cnc2c(SC)nc(N)nc21	1.6	11	5	-7	0.3	-1	5	-2	-12
CCn1c(SCC(=O)N(C)c2c(N)n(Cc3ccccc3)c(=O)[nH]c2=O)nc2ccccc21	0.3	26	-1	-24	1.0	-12	-16	-1	-8
CCS(=O)(=O)Nc1c(C)n(C)n(-c2ccccc2)c1=O	-0.3	14	9	-14	0.1	-7	0	-1	-18
COc1ccc(/C=C2\OC(=S)N(C)C2=O)cc1	1.3	14	2	-10	0.6	-8	-8	-3	-3
Cc1cc(NC(=O)CCC(=O)N(Cc2ccco2)C(C(=O)NC2CCCC2)c2ccccc2C)no1 (configuration not stated)	1.2	16	14	-6	2.1	-19	1	-4	8
c1ccc(CNCCC(Cc2ccccc2)c2ccco2)cc1 (configuration not stated)	0.8	21	16	-24	6.7	-47	-7	14	-9
Cn1c(=O)c(C(=O)NC2CCCCCCC2)c(O)c2ccccc21	0.5	3	2	-21	-0.2	-20	-3	-2	-15
Cc1ccc(NC(=O)c2cc(C)nc3ccccc23)c(C)c1	-0.3	-3	-1	-4	0.2	-11	-6	-4	-13
CC1=C2C3OC(=O)C(C)[C@@H]3CC[C@](C)(O)C2C2C3C4C5(C12)[C@H]1OC(=O)[C@@H](C)C1CC[C@]4(C)O[C@]5(C)[C@@H]3O (some centres not stated)	2.5	6	3	2	0.6	0	0	-6	-6
CN(C)S(=O)(=O)c1cc(NC(=O)CN2C(=O)NC3(CCCc4ccccc43)C2=O)ccc1Cl (configuration not stated)	-0.2	16	3	-4	1.0	-13	-4	-6	27
CCOc1ccccc1NC(=O)CCC(=O)Nc1ccc2nc(N3CCN(C)CC3)cc(C)c2c1	-0.3	-5	10	2	1.6	-14	-15	-3	5
CCCCn1c(N)c(N(CCOC)C(=O)c2ccc(Br)o2)c(=O)[nH]c1=O	5.4	7	3	19	-0.6	-13	-8	0	-21
Cc1cc(C)cc(N(C(=O)c2snc(C(N)=O)c2N)C(C(=O)NCC2CCCO2)c2cccs2)c1 (configuration not stated)	-0.8	20	18	-16	0.7	-20	-5	-5	-23
Nc1ccc(C(=O)N/N=C/c2ccccc2)cc1	1.1	-2	6	-15	0.1	1	-3	-2	-4
O=C1OC[C@H]2CCCN2C(=O)[C@@H](CC(=O)N(CCO)Cc2ccccc2)C/C=C\C[C@H]1Cc1ccc(F)cc1	0.8	12	3	-8	3.5	-18	-6	-6	10
Cc1cccc(NC(=O)c2ccc(N3CCOCC3)c([N+](=O)[O-])c2)n1	1.6	12	11	-14	5.2	-1	-7	-3	15
Cc1ccc(CNC(=O)C(Cc2ccccc2)n2cccc2)cc1 (configuration not stated)	-0.8	-2	1	-3	0.1	-26	-14	-4	-30
O=C(NCCc1c[nH]c2ccccc12)C(=O)NCC1OCCN1S(=O)(=O)c1ccc(F)cc1 (configuration not stated)	3.3	16	16	-2	3.2	-7	-6	-1	25
O=C(CSc1nnnn1-c1ccccc1)NC1CCCc2ccccc21 (configuration not stated)	0.5	20	3	-7	1.5	-20	3	-6	-5
CC(=O)Nc1ccc(S(=O)(=O)NC2=NCN(CCOC(=O)c3ccccc3)CN2)cc1	0.2	5	1	7	0.1	-5	-10	-3	-4
O=C(CCNc1ccc(F)c(Cl)c1)c1ccco1	0.3	-17	1	16	-0.3	-9	-2	2	9
O=C(c1ccc(-c2ccc(Cl)cc2Cl)o1)N1CCOCC1	-1.1	5	4	-5	0.5	-13	-4	-4	-30
CC1OC2(C)OC(=N)C1(C#N)C(C#N)(C#N)C2c1ccccc1 (configuration not stated)	1.8	18	6	-5	2.4	-4	1	-4	-7
COc1ccc(C)cc1S(=O)(=O)N(C)CC(=O)Nc1ccc2c(c1)OCCO2	5.4	9	8	-14	7.3	-15	-6	1	9
O=C(NCCC1=CCCCC1)c1cc2c(s1)CS(=O)(=O)C2	-0.2	14	4	-11	0.3	-9	-3	-9	3
COc1ccc(NC(=O)CSc2nc(-c3ccc(C)cc3)cc(C(F)(F)F)c2C#N)cc1	0.7	6	3	-14	0.3	-13	-11	-2	0
CCCOc1ccc(CN(C(=O)c2cccc(OC)c2)C2CCS(=O)(=O)C2)cc1 (configuration not stated)	-0.7	-13	-1	-5	0.0	-15	1	-2	-1
COc1ccccc1OCc1nc(Cc2ccc(Cl)cc2)no1	0.5	-3	21	-1	-0.5	-6	-2	-5	15
COc1ccc(C(=O)OCC(=O)c2c[nH]c3ccccc23)c(OC)c1	2.9	4	10	-4	10	-1	-7	3	41
O=C(OCCOCCN=C1NS(=O)(=O)c2ccccc21)c1ccccc1	1.4	6	6	-10	1.5	-4	-9	0	-17
COCCNC(=O)Cc1ccc(Br)cc1	-0.1	-2	11	12	0.0	-2	-15	2	-1
O=CNc1cc(-c2cccc(O)c2)cn2c(-c3ccc(F)cc3)cnc12	·	10	7	-11	1.4	·	·	1	18
Cc1csc2nc(O)c(C(=O)NC3CCCCC3C)c(=O)n12 (configuration not stated)	-0.5	-8	11	5	1.0	-10	1	-4	-30
CC(OC(=O)CNC(=O)c1ccccc1F)C(=O)Nc1nc(-c2ccccc2)cs1 (configuration not stated)	3.2	8	7	-15	2.6	-26	-8	-9	-21
O=C(NCC(F)(F)F)c1csc([C@@H]2O[C@H](CO)[C@H](O)[C@H](O)[C@H]2O)n1	·	5	8	8	0.9	·	·	-2	-34
Cc1cc(F)ccc1S(=O)(=O)N1CCCOC1CNC(=O)C(=O)NCCN1CCOCC1 (configuration not stated)	0.6	3	0	-6	1.7	-10	5	3	-12
CCN(C(=O)COC(=O)c1ncc(Cl)c(Cl)c1Cl)c1c(N)n(Cc2ccccc2)c(=O)[nH]c1=O	·	-9	18	0	-0.3	·	·	-2	3
Cc1cccc(C(=O)NC2CCN(CC(=O)Nc3cccc(Cl)c3)CC2)c1	·	-4	2	-3	2.1	·	·	-2	0
COc1ccc(-c2nn(C)c(=O)c3ccccc23)cc1NC(=O)COc1ccc(C)cc1	0.4	0	11	-10	-0.2	-3	-1	-1	34
CCOC(=O)c1cc(-c2ccc(/C=C3/C(=O)N(c4ccc(C(=O)O)cc4)N=C3C)o2)ccc1Cl	0.0	-5	2	5	-0.5	-4	1	-3	-20
